# Salmonella PhoP GFP: PhoP regulon inhibitors, Salmonella typhi PhoP promoter GFP reporter, confirmatory (AID 1850); actives 0.33% (n = 310,000); one-dose inhibition, % at 50 µM; IC50 in µM for titrated hits; Salmonella Typhi PhoP-promoter GFP reporter, fluorescence, 4 h; higher % means a stronger effect; in the data active = a potency from the dose series; inconclusive = inhibition mostly from about 25% at the one dose, without a potency; inactive = the rest, 99 in 100 with inhibition below about 19%;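 note: 0% = induced wells with vehicle and 100% = uninduced wells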
# inhibitors of VEEV: inhibitors of VEEV TC-83 cytopathic effect, confirmation, Vero cells (AID 588727) | actives 0.13% (n = 350,000) | Vero cells, VEEV TC-83 cytopathic effect inhibition; higher % means a stronger effect | one-dose inhibition, % at 20 µM; IC50 in µM for titrated hits; in the data active = a potency from the dose series; inconclusive = inhibition mostly from about 14% at the one dose, without a potency; inactive = the rest, 99 in 100 with inhibition below about 12%; note: strong numbers were not always called active
# H1N1 NS1A inhibition: NS1A inhibition, H1N1 influenza, cell based functional assay (AID 504329). NS1A functional cell-based assay, percent inhibition; higher % means a stronger effect. inhibition, % at 12.5 µM, or IC50 in µM where a hit was titrated. actives 0.3% (n = 340,000); in the data active = a potency from the dose series; inconclusive = inhibition above about 27% without an active follow-up result; note: strong numbers were not always called active
# H37Rv inhibition: M. tuberculosis growth inhibition, HTS (AID 449762). M. tuberculosis H37Rv growth inhibition, 7H9 media; higher % means a stronger effect. inhibition, % at 25 µM, or IC50 in µM where a hit was titrated. actives 0.59% (n = 330,000); in the data active = a potency from the dose series; inconclusive = inhibition above about 70% without an active follow-up result;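 note: bacterial growth assessed after seven days of incubation; strong numbers were not always called active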
# tuberculosis growth: growth inhibition of non-replicating M. tuberculosis (AID 488890). one-dose inhibition, % at 25 µM; IC50 in µM for titrated hits. actives 0.39% (n = 320,000). Mycobacterium tuberculosis non-replicating, growth inhibition; higher % means a stronger effect; in the data active = a potency from the dose series; inconclusive = inhibition mostly from about 82% at the one dose, without a potency; inactive = the rest, 99 in 100 with inhibition below about 76%;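 note: plate controls were DMSO cells for no effect and high antibiotic wells for full effect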
# inhibitors of VEEV 10K pilot screen: second read-out of inhibitors of VEEV, no call of its own (marks repeat the call); inhibition, %; measured here: 10K pilot screen inhibition
# The depositor's hits bear a star; i = inactive; ? = inconclusive; . = not tested or not shown. An unsorted share of the library. About 1.5% of those tested had a hit in this group.
SMILES,Salmonella PhoP GFP,inhibitors of VEEV,H1N1 NS1A inhibition,H37Rv inhibition,tuberculosis growth,others
COc1ccc(CCC(=O)OCC(=O)N(CC(C)C)c2c(N)n(Cc3ccccc3)c(=O)[nH]c2=O)cc1,4.8%,1.1%,-2.1%,-8.1%,5.6%,
COc1cc(NC(=O)CSc2nc3ccccc3n2-c2ccccc2)c(C)cc1[N+](=O)[O-],-1.2%,0.2%,2.3%,-1.8%,31.6%,
CCn1c(SC(C)C(=O)NC2CCCc3ccccc32)nnc1-c1cccs1 (stereo not given),0.5%,1.9%,1.8%,2.2%,13.1%,
N=c1sccn1CC(=O)Nc1cccc2ccccc12,-2.6%,i,4.1%,-7.7%,-1.6%,
COc1ccc(F)cc1C(=O)C1CCCN(C(=O)c2ccccc2N(C)C)C1 (stereo not given),10.9%,2.8%,0.3%,3.4%,23.9%,
O=C(Nc1cc(Cl)ccc1Oc1ccccc1)c1ccccc1F,-8.1%,i,-2.8%,-4.5%,-18.7%,
Clc1ccc(Nc2nc3ccccc3n3nnnc23)cc1,11.1%,i,-1.2%,-0.4%,-10.5%,inhibitors of VEEV 10K pilot screen=0.5
COc1ccc(C(=O)C[n+]2cccc(C(N)=O)c2)cc1,3.1%,0.6%,-7.8%,-17.0%,-15.0%,
COc1cc(NC(=O)CCc2nnc3ccc(N4CCN(C)CC4)nn23)cc(OC)c1,-9.7%,3.4%,-10.7%,-4.2%,3.2%,
CNC(=O)c1[nH]cnc1C(=O)Nc1ccc(F)cc1,2.4%,0.4%,-1.7%,-3.3%,14.2%,
Oc1[nH]c2ccccc2c1/C=N/N1CCCCC1,-1.2%,3.2%,6.7%,-12.7%,12.8%,
CCCC(=O)Nc1nnc(SCC(=O)Nc2ccc3c(c2)OCCO3)s1,-4.6%,2.2%,-5.4%,-5.8%,-8.7%,
Cc1ccccc1NC(=O)C1c2ccccc2Oc2ccccc21,-0.6%,i,5.5%,-3.8%,6.0%,inhibitors of VEEV 10K pilot screen=0.1
Cc1cc(NC(=O)CCC(=O)N(CCc2ccccc2)C(C(=O)NC2CCCC2)c2ccco2)no1 (stereo not given),-1.7%,0.9%,17.9%,-3.0%,60.4%,
CCN(CC)C(=O)CSc1nc2cc3c(cc2c(=O)n1CCCC(=O)NCCc1ccc(OC)c(OC)c1)OCO3,-8.3%,i,-0.9%,-5.3%,10.4%,
Cc1ccc2cc3c(NC(=O)c4ccco4)nn(CC(C)C)c3nc2c1,-9.2%,0.8%,-9.9%,2.1%,13.4%,
CCOC(=O)N1CCN(C(=O)c2cn(CC)c3ccc(S(=O)(=O)N4CCCCC4)cc3c2=O)CC1,-13.3%,1.5%,-14.3%,4.8%,-2.1%,
CSc1cccc(N=C2C(=O)Nc3ccccc32)c1,-7.9%,0.3%,-4.9%,90.8%,12.9%,
Cc1ccc(C)c(-n2cc(CN3CCCN(C=O)CC3)c(-c3ccccc3)n2)c1,5.3%,0.6%,-4.2%,-8.7%,10.7%,
S=c1[nH]c(-c2ccccc2)cn1-c1ccccc1,-2.4%,0.5%,-2.8%,-3.4%,-12.8%,
O=C(O)/C=C\C(=O)Nc1ccc(Oc2ccc(Br)cc2)cc1,-0.5%,i,3.8%,2.0%,13.0%,
COc1ccc(CNC(=O)C2CCN(S(=O)(=O)c3ccc4c(c3)CC(C)N4C(C)=O)CC2)cc1 (stereo not given),1.7%,0.9%,-4.7%,3.4%,5.1%,
C=C1SC(=Nc2ccccc2Cl)N(C(=O)c2sc3ccccc3c2Cl)C1(C)C,-16.8%,3.9%,1.3%,8.6%,9.6%,
O=C(CCC(=O)Nc1ccccc1Cl)NNS(=O)(=O)c1ccc(Cl)cc1,-6.0%,6.1%,-8.5%,-0.6%,0.8%,
COc1ccc(N2C(=O)c3ccccc3NC2c2ccc(OC)c(Cn3cc([N+](=O)[O-])cn3)c2)cc1 (stereo not given),11.1%,1.3%,1.8%,0.2%,23.5%,
COc1ccccc1CNC(=O)COC(=O)c1cc2ccccc2o1,.,7.0%,-4.7%,65.9%,26.3%,
COc1ccccc1-n1cnc2cc(NC(C)=O)ccc21,-4.0%,i,17.3%,1.5%,-6.8%,
O=C(CN1C(=O)NC2(CCCC2)C1=O)NCc1cccc(Cl)c1,.,i,-18.1%,0.6%,15.9%,
CC(C)n1c(O)c(N=NC(=O)C2COc3ccccc3O2)c2ccccc21 (stereo not given),2.9%,9.0%,9.7%,34.4%,26.3%,
CCCC(CCC)c1nnc(NC(=O)c2ccco2)s1,-3.3%,2.9%,3.2%,-4.3%,50.1%,
O=C(Nc1ccc2c(c1)OCO2)C1CC(c2ccccc2Cl)=NO1 (stereo not given),-10.1%,0.2%,5.6%,10.2%,22.6%,
C=CCOC(=O)COc1ccc2c(C)c(C)c(=O)oc2c1,0.6%,i,4.2%,?,?,
CC(Oc1ccccc1)C(=O)N1CCCc2ccccc21 (stereo not given),4.9%,i,-0.1%,-21.2%,20.3%,
CCOC(=O)C(C)Sc1nnc(NC(=O)c2cccc([N+](=O)[O-])c2C)s1 (stereo not given),-6.9%,3.7%,19.9%,5.8%,?,
N#CCCn1cc(C(=O)CN2C(=O)NC3(CCCCCC3)C2=O)c2ccccc21,.,4.0%,-6.5%,-3.2%,-7.0%,
CCc1c(O)nc(SCC(N)=O)n(-c2ccccc2F)c1=O,-8.7%,0.2%,19.7%,-3.5%,2.2%,inhibitors of VEEV 10K pilot screen=0.4
Cn1c2ccccc2c2c(C(=O)N3CCN(c4ccc(F)cc4)CC3)cn(C3CCCC3)c(=O)c21,3.2%,i,19.7%,2.9%,45.7%,inhibitors of VEEV 10K pilot screen=7.9
CN(C)CCCO/N=C(\c1ccccc1)c1ccncc1,-3.1%,0.4%,-6.3%,-4.4%,-9.5%,
c1ccc(C[n+]2ccccc2)cc1,-2.3%,0.7%,1.8%,-0.1%,-3.6%,inhibitors of VEEV 10K pilot screen=0.2
O=C(COC(=O)CN1C(=O)COc2ccccc21)NC1CCCCC1,13.6%,0.9%,-5.3%,1.3%,-13.4%,

# In the list so far, 7 contain an aryl thioether with sulfur outside any ring:
SMILES,Salmonella PhoP GFP,inhibitors of VEEV,H1N1 NS1A inhibition,H37Rv inhibition,tuberculosis growth,others
COc1cc(NC(=O)CSc2nc3ccccc3n2-c2ccccc2)c(C)cc1[N+](=O)[O-],-1.2%,0.2%,2.3%,-1.8%,31.6%,
CCn1c(SC(C)C(=O)NC2CCCc3ccccc32)nnc1-c1cccs1 (stereo not given),0.5%,1.9%,1.8%,2.2%,13.1%,
CCCC(=O)Nc1nnc(SCC(=O)Nc2ccc3c(c2)OCCO3)s1,-4.6%,2.2%,-5.4%,-5.8%,-8.7%,
CCN(CC)C(=O)CSc1nc2cc3c(cc2c(=O)n1CCCC(=O)NCCc1ccc(OC)c(OC)c1)OCO3,-8.3%,i,-0.9%,-5.3%,10.4%,
CSc1cccc(N=C2C(=O)Nc3ccccc32)c1,-7.9%,0.3%,-4.9%,90.8%,12.9%,
CCOC(=O)C(C)Sc1nnc(NC(=O)c2cccc([N+](=O)[O-])c2C)s1 (stereo not given),-6.9%,3.7%,19.9%,5.8%,?,
CCc1c(O)nc(SCC(N)=O)n(-c2ccccc2F)c1=O,-8.7%,0.2%,19.7%,-3.5%,2.2%,inhibitors of VEEV 10K pilot screen=0.4

# Other compounds.
SMILES,Salmonella PhoP GFP,inhibitors of VEEV,H1N1 NS1A inhibition,H37Rv inhibition,tuberculosis growth,others
Cc1ccc2c(C)c(C(=O)N(C)Cc3ccncn3)oc2c1C,-5.2%,0.7%,-22.2%,-1.4%,-8.7%,
Cc1ccc(NC(=O)c2cc(=O)c3ccccc3o2)c(C)c1,-8.6%,2.4%,8.3%,6.4%,-2.3%,
Cc1ccc(CS(=O)(=O)CCC(=O)NCCCN2CCCC2=O)cc1,9.2%,2.2%,-4.9%,-2.9%,5.2%,
CCOC(=O)/C(=N\Nc1ncnc2ccccc12)c1ccc(C)cc1,13.2%,1.0%,12.6%,-3.2%,9.2%,
CCN1CCc2c(sc(N)c2C#N)C1,-9.3%,0.6%,4.8%,1.0%,-4.8%,
Clc1ccc(OCc2nnc(-c3ccccc3Br)o2)c(Cl)c1,-6.8%,i,-4.5%,15.8%,13.6%,
CCOCC(=O)N1CCN(c2ccc(F)cc2)CC1,-0.7%,i,-0.8%,20.8%,36.3%,
Cc1cccc(Nc2c([N+](=O)[O-])c(=O)n(C)c3ccccc23)c1,-4.5%,1.8%,-5.5%,1.4%,5.4%,
COc1ccc(C2c3cc(OC)c(OC)cc3CCN2C(=O)c2ccccc2Br)cc1OC (stereo not given),-1.5%,8.4%,6.6%,3.3%,25.9%,
Cc1oc(-c2ccc(Cl)cc2)nc1CN1CCCC(C(=O)NCc2ccccn2)C1 (stereo not given),6.2%,i,1.0%,0.3%,30.7%,
O=C(COc1ccc(Cl)cc1)NCc1nnc(SCC(=O)N2CCCCCC2)o1,-0.9%,0.0%,9.8%,-0.4%,23.8%,
Cc1ccc(S(=O)(=O)N2CCN(C(=O)c3ccco3)CC2)c(C)c1,-9.8%,1.5%,3.2%,5.0%,7.1%,
COC(=O)c1ccccc1NC(=O)c1sc(Cl)nc1C,-7.3%,i,-8.2%,-4.3%,67.0%,
O=C(CSc1nnc(CNc2ccc(F)cc2)n1Cc1ccccc1)NCc1ccccc1,5.7%,i,6.9%,3.3%,0.6%,
CC(C)(C)C(=O)Nc1ccc(-c2csnn2)cc1,8.4%,i,3.4%,-0.7%,6.8%,
O=C(Nc1ccno1)Nc1ccc(Cl)cc1Cl,-1.9%,0.4%,-6.7%,3.4%,64.9%,
COc1ccc(/C=N/NC(=O)c2ccco2)cc1OCc1ccccc1,-23.7%,0.9%,0.6%,-2.4%,58.1%,
CC(CN1CCOCC1)OC(=O)c1ccccc1 (stereo not given),-12.6%,i,3.0%,11.8%,-8.2%,
CC(NS(=O)(=O)c1ccc(Br)cc1)C(=O)NCc1ccc2c(c1)OCO2 (stereo not given),-10.4%,1.3%,-10.7%,-2.2%,-1.7%,
N#C/C(=C\c1ccc(OCCN2CCOCC2)cc1)C(=O)Nc1ccccc1,-5.4%,3.9%,-7.1%,-4.2%,-1.4%,

# For reference, some entries already given:
SMILES,Salmonella PhoP GFP,inhibitors of VEEV,H1N1 NS1A inhibition,H37Rv inhibition,tuberculosis growth,others
CC(Oc1ccccc1)C(=O)N1CCCc2ccccc21 (stereo not given),4.9%,i,-0.1%,-21.2%,20.3%,
CCOC(=O)C(C)Sc1nnc(NC(=O)c2cccc([N+](=O)[O-])c2C)s1 (stereo not given),-6.9%,3.7%,19.9%,5.8%,?,
N#CCCn1cc(C(=O)CN2C(=O)NC3(CCCCCC3)C2=O)c2ccccc21,.,4.0%,-6.5%,-3.2%,-7.0%,
CCc1c(O)nc(SCC(N)=O)n(-c2ccccc2F)c1=O,-8.7%,0.2%,19.7%,-3.5%,2.2%,inhibitors of VEEV 10K pilot screen=0.4

# More results follow:
SMILES,Salmonella PhoP GFP,inhibitors of VEEV,H1N1 NS1A inhibition,H37Rv inhibition,tuberculosis growth,others
Cc1ccccc1-c1nc(CN2CCC(C(=O)NC3CCCCC3)CC2)c(C)o1,2.9%,1.6%,3.0%,9.2%,3.0%,
CCC1=C(OC(=O)N(CC)CC)N2C(=O)OC(=NCCc3c[nH]c4ccccc34)[C@]2(C)[C@H]2C1=CC[C@H]1C(=O)N(CC(=O)OC)C(=O)[C@H]12,-12.7%,i,3.3%,9.9%,41.4%,
Cc1c(OCC(=O)OC(C)(C)C)ccc2c3c(c(=O)oc12)CCC3,-0.6%,0.1%,-9.1%,-0.9%,1.0%,
COC(=O)CCN(c1ccccc1)S(=O)(=O)c1cc(-c2cc(C)no2)ccc1OC,-17.1%,i,12.6%,10.6%,11.8%,
O=C(CN1C(=O)NC2(CCCCCC2)C1=O)N1CCN(c2ccc(F)cc2)CC1,.,0.3%,-4.6%,-14.1%,-0.3%,
CCOC(=O)[C@@H]1[C@H]2COc3ccccc3[C@H]2N2C(=O)N(c3ccc(C)cc3)C(=O)[C@]12C,-1.1%,i,9.4%,-4.4%,26.6%,inhibitors of VEEV 10K pilot screen=0.6
